# PrPC TRFRET: cell surface PrPC inhibition, primary TR-FRET screen; P04156; TR-FRET read-out; inhibition, % at 13.8 µM; actives 0.43% (n = 370,000); AID 720596; in the data active = inhibition above about 24%; also: 0% = median of the test wells and 100% = reference compound wells
# TcdB inh: blocks C. difficile toxin B glycohydrolase activity. P18177. inhibition, % at 9.99 µM. actives 0.24% (n = 350,000). AID 652162. TcdB glycohydrolase enzymatic assay, plate reader; in the data active = inhibition above about 10%
# Active calls of the source: *; & = joins results of further samples. An excerpt, so the mix of outcomes need not match the whole.
SMILES,PrPC TRFRET,TcdB inh
CC(=O)O[C@H]1C=C[C@@H](C#Cc2ccc(C(C)(C)C)cc2)O[C@@H]1COC(=O)Nc1ccccc1,4.0,0.0
CCCCCCCCN1C(=O)[C@@H](CC(=O)NCCCCc2ccccc2)C[C@@]2(C(=O)OC)C1=C[C@H](C1CCCC1)O[C@@H]2C,-2.3,1.2
COC(=O)[C@H](N[C@H](/C=C/c1ccccc1)[C@@H](O)Cc1ccccc1)c1ccccc1,2.5,2.4
CCOC(=O)c1ccc(NC(=O)c2nc[nH]c2C(=O)N2CCN(C(=O)OC(C)(C)C)CC2)cc1,4.3,2.3
c1ccc(-c2nc3ccccc3nc2-c2ccc(CN3CCC(c4nc5ccccc5[nH]4)CC3)cc2)cc1,-20.1,-1.4
COCCN(CCOC)C(=O)[C@H](CCc1ccccc1)NC(=O)[C@H]1O[C@@H](n2cnc3c(N)ncnc32)[C@H](O)[C@@H]1O,-3.9,0.7
CC(C)C[C@H](NC(=O)c1ccccn1)C(=O)N1CCC[C@H]1C(=O)NCc1ccccc1,9.2,2.0
COC(=O)C1=C(C)N(Cc2ccc(F)cc2)C(=S)NC1c1ccccc1 (configuration not stated),0.4,2.2
COCCCNC(=O)C[C@H]1C[C@@]2(C(=O)OC)C(=C[C@H](C(C)C)O[C@@H]2C2CC2)N(Cc2ccccc2)C1=O,-5.2,-1.1
CN(CCc1ccccn1)C(=O)[C@@H](Cc1ccccc1)NC(=O)[C@H]1O[C@@H](n2ccc(=O)[nH]c2=O)[C@H](O)[C@@H]1O,-3.6,0.0
CC(=O)c1ccc(C2CC(OCCF)=CC(=O)O2)cc1 (configuration not stated),3.7,1.0
C[C@H](c1ccccc1)N1C[C@@H](COCc2ccccc2)Oc2cccc(N3CCCC3)c2S1(=O)=O,6.5,-0.1
O=C(NCCN1CCC2(CC1)C(=O)NCN2c1ccccc1)c1cccc2c1-c1ccccc1C2=O,-12.6,1.0
CC1(C(=O)NCc2ccccc2)CN(S(C)(=O)=O)CC(=O)N1CCc1c[nH]c2ccccc12 (configuration not stated),-6.3,1.2
COC(=O)Cc1nnn2c1[C@H](C)[C@H](c1ccccc1Br)OC[C@@H]2c1ccccc1,4.0,0.9
COc1ccc(C2CC(=O)C(c3ccc(Br)cc3)=CN2Cc2ccccc2)cc1 (configuration not stated),5.6,1.8
CCCCNC(=O)C[C@H]1C[C@@]2(C(=O)OC)C(=C[C@H](C(C)(C)C)O[C@@H]2C)N(Cc2ccc3c(c2)OCO3)C1=O,3.7,2.5
C=CCCC[C@H]1OC(=O)[C@H](C)NC(=O)[C@H](C(C)C)NC(=O)[C@@H]2CCCN2C(=O)[C@H](Cc2ccccc2)OC(=O)[C@@H](C(C)C)N(C)C(=O)[C@H](C(C)C)NC(=O)C1(C)C,11.7,2.5
CCOC(=O)N1CCN(C(=O)C[C@@H]2C[C@@]3(C(=O)OCC)CCCC=C3N(Cc3ccccc3)C2=O)CC1,3.4,0.5
Cn1cc([C@]2(O)C(=O)Nc3cccc(Cl)c32)c2ccccc21,-1.4,0.1
COC(=O)c1ccc2nc(-c3ccc(C)cc3)c(Cc3ccccc3)n2c1,5.3,0.0
CCCCCNC(=O)C(c1ccncc1)n1c(=O)c(-c2ccccc2)nc2ccccc21 (configuration not stated),-9.6,0.9
CC(C(=O)NCc1ccccc1)n1c(-c2ccc3c(c2)CCO3)nc2ccccc21 (configuration not stated),-0.7,-0.4
CC1(C(=O)Nc2ccc3c(c2)OCCO3)CSCC(=O)N1Cc1ccco1 (configuration not stated),-3.5,1.2
COC(=O)/C=C1\OCc2ccc(C)cc21,-3.2,1.6
O=[N+]([O-])c1nccn1CC(O)CCN1CCOCC1 (configuration not stated),-12.8,1.1
COCCNC(=S)N(C)[C@H]1C[C@H]2c3[nH]c4ccccc4c3CCN2C[C@H]1[C@H](C)O,-13.6,1.3
COC(=O)c1sc(N)nc1CCNC(=O)OC(C)(C)C,-3.4,0.8
CCNC(=O)N1CCN(c2ccc(N3CCN(C(=O)NCC)[C@@H](C)C3)c(C)c2)[C@@H](C)C1,0.9,-49.1
COC(=O)C1=CN(c2ccc(OC)cc2)C(N)=C(C#N)C1c1ccc(OC)cc1 (configuration not stated),-6.0,0.0
Clc1ccc(Cl)c(Cl)c1,10.5,0.8
COc1ccc(N2C(=O)c3n[nH]c(C)c3C2c2cccc(C(F)(F)F)c2)cc1 (configuration not stated),3.5,1.3
CC1(C(=O)NCc2ccccc2)CN(S(C)(=O)=O)CC(=O)N1Cc1cccc(C(F)(F)F)c1 (configuration not stated),-1.3,0.8
COC(=O)C1=C(C)N(CC(C)C)C(=S)NC1c1cccc(Br)c1 (configuration not stated),7.6,1.8
COc1ccccc1Cc1c(-c2cccc(Cl)c2)nc2c3ccccc3ccn12,6.8,0.7
NC(=O)c1ncn([C@@H]2O[C@H](C(=O)O)[C@@H](O)[C@H]2O)n1,-0.4,0.9
CCCCNC(=O)c1nc(-c2ccccc2)oc1-c1ccc(Cl)cc1,-9.5,1.2
O=C(NCCN1CCC2(CC1)C(=O)NCN2c1ccccc1)c1ccc2ccccc2c1,-16.4,0.7
O=C(N[C@@H](Cc1cccnc1)C(=O)N1CCC[C@H]1C(=O)NCCc1ccccc1Cl)C1CC1,-13.1,0.7
CC(C)CNc1ccc2c(c1)OC[C@H](CC(C)C)NS2(=O)=O,9.2&10.7,1.6
CC(C)(C)C(c1nc2ccccc2[nH]1)n1c(Cc2csc3ccccc23)nc2ccccc21 (configuration not stated),-0.2,0.9
COC(=O)C1=C(C)N(C)C(=NCc2cc(OC)c(OC)c(OC)c2)NC1c1ccc(Cl)cc1 (configuration not stated),-3.1,-0.9
Cc1cc2c(nc1C)CCCN2Cc1ccccc1C(F)(F)F,-0.6,3.6
COC(=O)[C@]12CCCCC=C1N(CCc1ccc(OC)c(OC)c1)C(=O)[C@H](CC(=O)N1CCCC1)C2,-1.5,1.1
OC(c1ccccc1)(c1ccccc1)C1CCN(CCCOc2cccc(C(F)(F)F)c2)CC1,-6.2,-8.6
CCCC(=O)OC[C@H]1CN(C2CCCC2)S(=O)(=O)c2c(Oc3ccc(C(C)(C)C)cc3)cccc2O1,5.8,-0.3
COc1ccc(CN2c3ccccc3C(=O)CS2(=O)=O)cc1OC,5.5,1.3
O=C(CCc1c[nH]c2ccccc12)Nc1ccc(Nc2cccnc2)cc1,6.9,0.3
Fc1cccc(Cl)c1CN1CCN(c2ncc(Cc3ccccc3)cn2)CC1,-4.8,0.6
COCCN(CCOC)C(=O)[C@@H](Cc1ccccc1)NC(=O)[C@H]1O[C@@H](n2ccc(N)nc2=O)[C@H](O)[C@@H]1O,3.0,-5.9
Nc1[nH]c(C(=O)c2ccc(Br)cc2)c(-c2ccccc2)c1C(=O)NCCc1c[nH]c2ccccc12,7.5,-2.6
CCNC(=O)N1CCN(c2ccc(N3CCN(C(=O)NCC)[C@H](C)C3)c(C)c2)[C@H](C)C1,-5.5,-60.2
O=C(Nc1ccc2ccccc2c1)C(c1ccc(C(F)(F)F)cc1)n1c(=O)c(-c2cc3ccccc3[nH]2)nc2ccccc21 (configuration not stated),7.9,-1.3
COC(=O)C[C@H]1C=C[C@@H](NC(=O)Nc2c(C)noc2C)[C@@H](CO)O1,7.8,-0.8
CCCCCCCCCc1conc1C(=O)CP(=O)(OC)OC,5.5,1.7
COc1cc(CN2CCN(c3ncc(Cc4ccccc4)cn3)CC2)cc(OC)c1,-6.1,-2.4
COC(=O)[C@@]12C[C@@H](CC(=O)NCCc3ccccc3OC)C(=O)N(CCc3ccc(OC)c(OC)c3)C1=CCC(C)(C)C2,1.3,0.5
Cc1cc2c(cc1C)-n1nnnc1C(N1CCN(C(=O)OCc3ccccc3)CC1)C(=O)N2 (configuration not stated),-5.3,1.2
COCCCNC(=O)C[C@H]1C[C@@]2(C(=O)OC)C(=C[C@H](C(C)(C)C)O[C@@H]2C)N(CCC2=CCCCC2)C1=O,1.5,1.1
COC(=O)[C@]12C[C@H](CC(=O)NCCC(C)C)C(=O)N(CCc3ccc(OC)c(OC)c3)C1=C[C@H](C(C)(C)C)O[C@@H]2C,0.7,1.9

# Entries from the list above that have bromine:
SMILES,PrPC TRFRET,TcdB inh
COC(=O)Cc1nnn2c1[C@H](C)[C@H](c1ccccc1Br)OC[C@@H]2c1ccccc1,4.0,0.9
COc1ccc(C2CC(=O)C(c3ccc(Br)cc3)=CN2Cc2ccccc2)cc1 (configuration not stated),5.6,1.8
COC(=O)C1=C(C)N(CC(C)C)C(=S)NC1c1cccc(Br)c1 (configuration not stated),7.6,1.8
Nc1[nH]c(C(=O)c2ccc(Br)cc2)c(-c2ccccc2)c1C(=O)NCCc1c[nH]c2ccccc12,7.5,-2.6

# (next part)
SMILES,PrPC TRFRET,TcdB inh
COc1cc2c(cc1OC)[N+]([O-])=C(c1ccccc1)C2=O,0.1,1.3
COC(=O)[C@]12CCCCC=C1N(CCc1ccc(OC)c(OC)c1)C(=O)[C@H](CC(=O)NCC13CC4CC(CC(C4)C1)C3)C2,2.6,1.1
O=C(NCc1ccccc1)C(c1cc2ccccc2o1)n1c(=O)c(-c2cc3ccccc3[nH]2)nc2ccccc21 (configuration not stated),4.3,0.1
CCOC(=O)[C@]12CCCC=C1N(Cc1ccccc1)C(=O)[C@H](CC(=O)NCc1ccc(C)o1)C2,0.1,2.1
COC(=O)C1=C(C)N(Cc2ccc(C(F)(F)F)cc2)C(=NCc2ccccc2)NC1c1cccc(C(F)(F)F)c1 (configuration not stated),4.0,1.1
CN(NC(=O)C(=O)NCc1ccco1)C(=O)NC1CCCCC1,4.4,0.1
CC(=O)C1=C(C)N(Cc2ccc(F)cc2)C(=S)NC1c1cccc(F)c1 (configuration not stated),-1.4,1.4
COC(=O)C1=C(C)NC(=S)NC1c1ccc(OC)cc1 (configuration not stated),5.0,0.6
COC(=O)[C@]12CCCCC=C1N(Cc1ccc3c(c1)OCO3)C(=O)[C@H](CC(=O)NCCC(C)C)C2,9.9,-0.1
CCc1c(-c2ccc(F)cc2)ncn1Cc1cccc(-c2ccccc2)c1,14.1,-0.3
C=CCN1C[C@H](COC(=O)c2cccc(OC)c2)Oc2cccc(F)c2S1(=O)=O,2.0,1.7
O=S(=O)(CS(=O)(=O)c1ccccc1Br)c1ccccc1Br,-9.1,1.1
COCc1cc(N2CCN(C(=O)OC(C)(C)C)C[C@@H]2C)ccc1Br,-2.0,1.1
COc1ccc(NC(=O)c2cc(-c3sc(NC(=O)c4ccccc4)nc3C)n(CCO)n2)cc1,-4.5,1.6
Cc1[nH]c(=O)[nH]c(=O)c1CCSSCCc1c(C)[nH]c(=O)[nH]c1=O,-3.4,0.5
CCCCc1nnn2c1C1c3cc(-c4cccnc4)ccc3CCN1C(=O)C2 (configuration not stated),3.9,-6.5
CC1(C(=O)NCc2ccccc2)CN(S(C)(=O)=O)CC(=O)N1Cc1ccc2c(c1)OCO2 (configuration not stated),-1.3,2.4
OC(c1ccccc1)(c1ccccc1)C1CCN(CCCOc2ccc(-c3ccncc3)cc2)CC1,-20.3,0.8
CCCc1cn(CC(C)n2c(=O)c3ccccc3n2Cc2cc(C(C)C)no2)nn1 (configuration not stated),-0.1,0.0

# Of the compounds above, these have fluorine:
SMILES,PrPC TRFRET,TcdB inh
COC(=O)C1=C(C)N(Cc2ccc(F)cc2)C(=S)NC1c1ccccc1 (configuration not stated),0.4,2.2
CC(=O)c1ccc(C2CC(OCCF)=CC(=O)O2)cc1 (configuration not stated),3.7,1.0
COc1ccc(N2C(=O)c3n[nH]c(C)c3C2c2cccc(C(F)(F)F)c2)cc1 (configuration not stated),3.5,1.3
CC1(C(=O)NCc2ccccc2)CN(S(C)(=O)=O)CC(=O)N1Cc1cccc(C(F)(F)F)c1 (configuration not stated),-1.3,0.8
Cc1cc2c(nc1C)CCCN2Cc1ccccc1C(F)(F)F,-0.6,3.6
OC(c1ccccc1)(c1ccccc1)C1CCN(CCCOc2cccc(C(F)(F)F)c2)CC1,-6.2,-8.6
Fc1cccc(Cl)c1CN1CCN(c2ncc(Cc3ccccc3)cn2)CC1,-4.8,0.6
O=C(Nc1ccc2ccccc2c1)C(c1ccc(C(F)(F)F)cc1)n1c(=O)c(-c2cc3ccccc3[nH]2)nc2ccccc21 (configuration not stated),7.9,-1.3
COC(=O)C1=C(C)N(Cc2ccc(C(F)(F)F)cc2)C(=NCc2ccccc2)NC1c1cccc(C(F)(F)F)c1 (configuration not stated),4.0,1.1
CC(=O)C1=C(C)N(Cc2ccc(F)cc2)C(=S)NC1c1cccc(F)c1 (configuration not stated),-1.4,1.4
CCc1c(-c2ccc(F)cc2)ncn1Cc1cccc(-c2ccccc2)c1,14.1,-0.3
C=CCN1C[C@H](COC(=O)c2cccc(OC)c2)Oc2cccc(F)c2S1(=O)=O,2.0,1.7

# Source: PubChem (several laboratories)
